# Compound activity (PubChem BioAssay)
# POLH inh = blocks human DNA polymerase eta activity; Q9Y253; recombinant Pol eta, fluorescent DNA replication assay; Potency, µM (highest dose often 114 µM), for inactives: at the top dose activity change, negative = inhibition, usual class: inhibitors; 390,000 compounds, 1.2% hits; AID 588591; further: potency means the concentration at half of the fitted maximal effect; on the % scale 0 is the no-effect control and ±100 the full control effect
#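 Fluorescent replication assay: 50 nM final substrate added after a 15 min room-temperature compound preincubation with 10 nM enzyme. Signal taken at 0 min and again at 10 min.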
# Anesthetic bind = candidate novel general anesthetic via apoferritin binding. apoferritin/1-aminoanthracene competitive binding, fluorescence. Potency, µM (top dose mostly 77.5 µM), for the others: at the top dose activity change, negative = displacement, most hits filed as inhibitors. 350,000 compounds, 0.074% hits. AID 485281; further: potency means the concentration at half of the fitted maximal effect; on the % scale 0 is the no-effect control and ±100 the full control effect; nearly all actives have a fitted effect of over 20% in size
# Target sequence (P02791 2-175 limits assumed): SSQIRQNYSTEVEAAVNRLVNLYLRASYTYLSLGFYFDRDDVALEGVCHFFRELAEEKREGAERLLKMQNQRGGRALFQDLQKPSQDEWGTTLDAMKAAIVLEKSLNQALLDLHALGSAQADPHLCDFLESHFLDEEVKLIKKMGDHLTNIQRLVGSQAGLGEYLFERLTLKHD
#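 Horse-spleen apoferritin (10 uM) was mixed with 50% saturated 1-aminoanthracene in PBS, exposed to compounds for 10 min at room temperature, and read for fluorescence (ex 380 nm, em 535 nm). Competitive displacement was fitted with a four-parameter Hill equation.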
# POLB inh = DNA polymerase beta (human) inhibition; P06746; AID 485314; 340,000 compounds, 1.3% hits; Pol beta primer extension/strand displacement, fluorescence kinetic; Potency, µM (doses to about 114 µM), for the others: at the highest dose activity change, negative = inhibition, actives largely listed as inhibitors; further: potency means the concentration at half of the fitted maximal effect; on the % scale 0 is the no-effect control and ±100 the full control effect
#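 Curves were derived by four-parameter Hill fits of normalized qHTS data. The kinetic fluorescent primer-extension read was taken at 0 and 10 min after 50 nM substrate, following a 15 min room-temperature preincubation of 10 nM enzyme with compounds.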
# APEX1 inh = APE1 (human) endonuclease inhibition | P27695 | recombinant APE1, TAMRA/BHQ-2 abasic DNA cleavage fluorescence | Potency, µM (series often up to 65.8 µM), for the others: at the highest dose activity change, negative = inhibition, usual class: inhibitors | 350,000 compounds, 0.35% hits | AID 2517;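 further: potency means the concentration at half of the fitted maximal effect; plate controls were vehicle for no effect and reference inhibitor for full effect; nearly all actives have a fitted effect of over 55% in size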
# Target sequence (P27695 whole entry, looked up): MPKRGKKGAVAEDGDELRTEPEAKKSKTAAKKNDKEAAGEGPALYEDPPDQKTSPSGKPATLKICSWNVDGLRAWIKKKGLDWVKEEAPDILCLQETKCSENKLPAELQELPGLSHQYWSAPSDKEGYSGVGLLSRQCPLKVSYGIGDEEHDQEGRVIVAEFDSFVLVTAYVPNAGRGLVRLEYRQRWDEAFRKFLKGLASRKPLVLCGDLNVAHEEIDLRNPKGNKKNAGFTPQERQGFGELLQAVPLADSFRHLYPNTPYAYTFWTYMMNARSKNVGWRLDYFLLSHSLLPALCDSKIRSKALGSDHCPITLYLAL
#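 Endonuclease cleavage of a quenched abasic-site DNA duplex (50 nM) by APE1 (0.75 nM) was tracked by TAMRA dequenching. Compounds were preincubated with enzyme 15 min at room temperature; data normalized to buffer-only and DMSO wells plus NSC13755 control.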
# BLM helicase inh = inhibitors of human Bloom syndrome helicase BLM | P54132 | recombinant BLM DNA unwinding, fluorescence dequenching | Potency, µM (titrated, usually from 56.1 µM), without a hit: at the highest dose activity change, negative = inhibition, usual class: inhibitors | 350,000 compounds, 0.2% hits | AID 2528;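 further: potency means the concentration at half of the fitted maximal effect; plate controls were vehicle for no effect and no enzyme for full effect; nearly all actives have a fitted effect of over 35% in size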
# LDHA inh = LDHA (human) enzyme inhibition; P00338; purified LDHA, NADH/diaphorase-resazurin fluorescence; stronger effect = lower value; activity change, % (values are at about 110 or 230 µM); 480,000 compounds, 0.15% hits; in the data active means activity change below about -30%; inconclusive means mostly about -25% to -30%;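 further: plate controls were DMSO wells for no effect and wells without enzyme for full effect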
#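 Enzyme activity of human lactate dehydrogenase 5 (2 nM; 0.06 mM NADH, 0.2 mM pyruvate, 5 min, RT) is measured via a resazurin/diaphorase fluorescence readout of residual NADH.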
# GRP78 ERSR act = ER stress response induction in glioma. Potency, µM, for the others: at the top dose activation, hits mostly activators. U87-MG GRP78 promoter luciferase reporter, 16 h. 420,000 compounds, 0.02% hits; further: potency means the concentration at half of the fitted maximal effect; series mostly up to about 76 µM; % of control where 0% means no effect; nearly all actives have a fitted effect of over 35% in size
#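 ERSR induction read as luciferase luminescence (Bright-Glo, 10 min at room temperature) in stably transfected human U87-MG glioma cells exposed to compounds for 16 h, using GRP78 as sensor.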
# POLI inh = DNA polymerase iota (human) inhibition; Q9UNA4; Pol iota fluorescent replication assay, 10 min; Potency, µM (titrated, usually from 115 µM), without a hit: top-dose activity, negative = inhibition, hits mostly inhibitors; 390,000 compounds, 1% hits; AID 588590; further: potency means the concentration at half of the fitted maximal effect
#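 Pol iota at 10 nM preincubated 15 min with compounds at room temperature; reaction started with fluorescent substrate, 50 nM final. Fluorescence read kinetically at 0 and 10 min; buffer-only wells as negative control.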
# POLK inh = inhibitors of human DNA polymerase kappa; 400,000 compounds, 0.53% hits; purified Pol kappa, fluorescent DNA synthesis assay, 10 min; AID 588579; Potency, µM (titrated, usually from 107 µM), inactives show top-dose activity, negative = inhibition, most hits filed as inhibitors; further: potency means the concentration at half of the fitted maximal effect; on the % scale 0 is the no-effect control and ±100 the full control effect
#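 Inhibition of 10 nM Pol kappa is measured by a fluorescent read-out at 0 and 10 min following addition of 50 nM substrate (final), with a 15-min room-temperature compound preincubation.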
# An asterisk follows results filed as active; ? = inconclusive; / = not tested or not shown; & = joins results of further samples; [ ] = remark or other dose. Unless noted, the call rests on the fitted dose curve; in most records, active means well fitted curve in the direction sought with a large enough effect; inconclusive means small, poorly fitted or top-dose-only effect, or another doubt; inactive means no such curve, though single readings can be large; an effect the other way counts as inactive or inconclusive.
SMILES,POLH inh,Anesthetic bind,POLB inh,APEX1 inh,BLM helicase inh,LDHA inh,GRP78 ERSR act,POLI inh,POLK inh
CCC(C)NC(=O)c1nn(-c2ccc(C)cc2)nc1CO (stereo unspecified),-12.3%,-2.6%,18.9%,/,0.6%,-2.7,1.5%,11.5%,1.9%
COc1ccc(/C=C/C(=O)c2oc3ccc(F)cc3c2C)cc1,-10.4%,8.6%,0.3%,3.1%,-16.3%,-5.9,-0.9%,13.6%,-6.8%
O=C(CCCOc1ccc(Cl)cc1Cl)NNC(=O)C1CCC1,-7.3%,-20.9%,26.1%,-10.5%,-2.1%,-1.5,-0.5%,-11.5%,-7.5%
CSc1ccc(CCNC(=O)CCCn2c(=O)c3cccn3c3ccccc32)cc1,0.7%,?,11.9%,/,-4.0%,-3.3,-4.3%,7.8%,1.8%
CC(C)(C)c1cccc(OCCCSc2ncccn2)c1,-23.1%,?,?,?,-9.1%,-2.0,1.5%,6.4%,-5.4%
NS(=O)(=O)c1ccc(NC(CNS(=O)(=O)c2ccccc2)c2ccccc2)cc1 (stereo unspecified),-6.9%,-15.6%,0.6%,-4.3%,-6.7%,-4.8,-4.1%,13.3%,-13.5%
COc1cc2nc(-c3ccccc3)nc(N3CCCC3)c2cc1OC,/,-4.6%,15.2%,-4.6%,1.2%,/,/,/,/
Cc1ccc2nc(C(=O)O)c(C(=O)O)nc2c1,-0.7%,-4.9%,5.5%,-2.9%,2.6%,-8.2,-4.2%,-7.1%,-5.7%
COc1ccc(OC)c(S(=O)(=O)N2CCC(n3c(C)nc4cccnc43)CC2)c1,-2.7%,-12.2%,23.1%,/,-0.7%,-3.9,-1.4%,2.9%,7.3%
O=C(O)c1c2c(nc3ccc(F)cc13)CCC2,-12.4%,-7.6%,-0.4%,0.9%,-1.4%,-1.9,-3.2%,3.3%,-4.1%
Cc1cccc(C(=O)NNC(=O)C(=O)NC(C)(C)C)c1,-1.9%,-14.2%,4.3%,-4.4%,-1.7%,-3.7,2.7%,2.1%,1.2%
O=C(Nc1ccc(Cl)c(Cl)c1)Nc1cc(C(=O)NC2CC2)ccc1Cl,/,-5.8%,?,7.3%,-5.9%,/,/,/,/
Cc1nc(N2CCOCC2)nc(N2CCCC2)c1[N+](=O)[O-],-5.5%,0.4%,2.1%,-1.8%,-1.4%,-5.8,-7.0%,4.7%,-9.5%
COCCN(C(=O)COC(=O)c1c(NC(C)=O)sc(C)c1C)c1c(N)n(Cc2ccccc2)c(=O)[nH]c1=O,?,/,/,17.9%,/,-3.1,-1.6%,?,-4.0%
CCC(C)[C@H](NS(=O)(=O)c1ccc(C)cc1)C(=O)N1CCC(C(=O)N[C@H](C(=O)O)c2ccccc2)CC1 (stereo partly specified),-11.7%,-4.2%,-2.5%,5.6%,-0.8%,-2.7,-2.3%,16.7%,10.0%
CC(C)(C)c1ccc(OCC(=O)Nc2ccc(C(=O)Nc3ccccc3C(=O)O)cc2)cc1,79.4µM*,-7.2%,-13.1%,-6.2%,-5.7%,-5.4,-0.3%,9.0%,-27.9%
CCC(Sc1nnnn1-c1ccccc1)C(=O)NC(C)c1ccccc1 (stereo unspecified),4.3%,2.3%,3.4%,-2.1%,-7.2%,6.2,-3.1%,4.2%,1.9%
COc1ccc(-c2ccc3c(n2)CCCN3C[C@H](O)CN2CCCc3nc(C)c(C)cc32)cc1,/,-9.4%[15.3 µM],/,34.1%[activator][12.4 µM],-4.6%[12.4 µM],/,-1.9%,/,/
Cc1ccccc1C(=O)Nc1ccnn1C1CCN(CCCc2ccccc2)CC1,-12.0%,?,1.2%,17.6%,0.7%,0.9,0.5%,-18.2%,-7.5%
COCCNC(=O)c1cccc2c1-c1ccccc1C2=O,-15.7%,1.6%,-3.4%,21.4%,0.9%,-2.0,-0.4%,132.2%[activator],0.1%

# Results in BLM helicase inh, Anesthetic bind and POLB inh (two entries from above):
Structure	BLM helicase inh	Anesthetic bind	POLB inh
CC(C)(C)c1ccc(OCC(=O)Nc2ccc(C(=O)Nc3ccccc3C(=O)O)cc2)cc1	-5.7%	-7.2%	-13.1%
CCC(Sc1nnnn1-c1ccccc1)C(=O)NC(C)c1ccccc1 (stereo unspecified)	-7.2%	2.3%	3.4%

# The listing continues:
SMILES,POLH inh,Anesthetic bind,POLB inh,APEX1 inh,BLM helicase inh,LDHA inh,GRP78 ERSR act,POLI inh,POLK inh
Cc1nn(-c2ccc(C(=O)O)cc2)c2c1C(=O)CC(C)(C)C2,-20.1%,2.1%,-0.6%,2.6%,3.6%,-3.0,-1.6%,41.1%[activator],-1.7%
COc1ccc(-c2csc(N3CCC(c4ccccc4)C3)n2)cc1 (stereo unspecified),-10.2%,-8.0%,8.2%,3.7%,-2.6%,-10.4,-3.8%,19.5%,0.4%
Cc1cc(NC(=O)c2ccc3nc(-c4ccccc4)c(-c4ccccc4)nc3c2)no1,-4.4%,-9.8%,6.8%,0.1%,-6.5%,-7.3,-4.2%,-12.3%[58.9 µM],-12.2%
CCN(CC)S(=O)(=O)c1cccc(NC(=O)c2ccc(C#N)cc2)c1,-13.2%,?,1.3%,-0.8%,-14.9%,-3.7,-6.2%,6.5%,-0.8%
Cc1cc(-c2nnc(CCC(=O)N3CCN(Cc4cccnc4)CC3)o2)c(C)o1,6.1%,-18.8%,-0.8%,9.4%,-3.2%,-3.8,-2.2%,43.5%[activator],-14.0%
Cc1ccc(-n2nc3c(=O)n(CC(=O)Nc4ccccc4F)nc(C)c3c2C)c(C)c1,/,-12.8%,13.1%,/,-4.0%,-11.5,/,-3.9%,0.5%
COc1ccc(-c2noc(-c3ccccc3F)n2)cc1,-5.6%,-9.2%,3.3%,-0.5%,-2.2%,2.1,-9.7%,?,-15.1%
Cc1ccc(S(=O)(=O)N2CCN(C3CC(=O)N(c4ccc(F)cc4)C3=O)CC2)cc1C (stereo unspecified),-0.3%,/,/,15.9%,/,-3.8,-3.6%,14.5%,-1.2%
Cc1cccc(OCc2nnc(SCc3cc(=O)n4cc(Br)ccc4n3)o2)c1,2.0%,?,-7.2%,-0.1%,-2.5%,1.9,1.7%,2.5%,-10.5%
O=C(CSc1nc2c(c(=O)[nH]1)CN(Cc1ccc(F)cc1)CC2)Nc1ccc(F)cc1,-21.4%,1.4%,-9.0%,1.9%,0.8%,-1.4,-0.4%,14.7%,-0.8%
Nc1nc(CCl)nc(Nc2cccc3ccccc23)n1,-13.9%,-23.0%,0.5%,0.0%,-6.4%,-4.0,-8.3%,8.7%,15.2%
COc1ccc(-c2cc(C(=O)Nc3nc4c(C)cccc4s3)c3ccccc3n2)cc1OC,-10.4%,-1.3%,10.4%,2.1%,-13.5%,3.7,1.5%,-26.0%,-9.8%
CCOC(=O)/C=C/[C@H]1CC(c2ccccc2)(c2ccccc2)CO1,-27.4%,/,/,9.1%,/,1.1,-6.1%,5.5%,3.7%
Cc1ccc2c(Cl)c(C(=O)Nc3cc(C)on3)sc2c1,4.1%,-17.0%,-0.5%,2.2%,-1.2%,-11.0,7.6%,10.0%,-2.1%
C/C(Cn1nnc2ccccc21)=N\OC(=O)c1cc(F)c(F)cc1Cl,2.6%,-18.5%,2.0%,-10.2%,-1.6%,-9.7,-3.7%,-3.0%,-13.2%
CCN(C(=O)Cc1c(C(=O)O)n(C)c2ccccc12)c1cccc(C)c1,-11.3%,-3.3%,55.8%,22.5%,-2.3%,-0.9,-0.9%,1.7%,0.9%
O=C(Nc1ccc(Oc2ncnc3cc(Cl)ccc23)nc1)c1ccc(F)cc1,-14.1%,-7.5%,28.0%,-0.9%,3.3%,0.2,-3.6%,93.8%[activator],2.1%
O=C(CCn1nc(-c2ccc(Cl)cc2)c2ccccc2c1=O)NCCN1CCOCC1,14.1%,-10.3%,37.2%,17.1%,0.1%,-3.3,-1.0%,15.6%,3.2%
COc1cccc(CNC(=O)CCc2c(C)c3cc4c(C)c(C)oc4cc3oc2=O)c1,-2.8%,-15.8%,18.0%,/,1.0%,-4.4,-3.2%,-5.2%,-11.7%
NC(=O)c1ccc(-c2noc(-c3ccccc3F)n2)cc1,-17.9%,/,/,30.8%&-10.1%,/,-4.2,-5.2%,25.2%,3.7%
CCN(CC)S(=O)(=O)c1ccc2[nH]cc(C(=O)NCCN3CCCCCC3)c(=O)c2c1,-22.3%,?,13.5%,0.3%,-8.1%,-7.4,-5.8%,14.2%,-1.1%
O=C(CN(Cc1ccco1)C(=O)c1cc(=O)[nH]c2ccccc12)Nc1ccccc1Br,2.7%,3.5%,18.2%,3.4%,-0.3%,0.9,-3.9%,-4.2%,0.5%
COCCNC(=O)C1CCC(CNS(=O)(=O)c2ccc3c(c2)CC(C)N3C(C)=O)CC1 (stereo unspecified),-20.8%,-2.8%,-1.6%,/,0.3%,-5.4,-0.3%,11.4%,-13.2%
CCOC(=O)C1(Cc2ccccc2Cl)CCN(S(=O)(=O)N(C)C)CC1,-15.7%,-8.8%,0.0%,4.0%,-1.7%,-1.4,4.7%,143.8%[activator],-10.2%
CCOc1ccc(N2C(=O)CC(N(CCc3ccc(OC)c(OC)c3)C(=S)Nc3ccccc3)C2=O)cc1 (stereo unspecified),-7.3%,?,4.6%,7.6%,-9.0%,-7.5,-4.2%,-5.2%,-8.9%
O=C(Nc1cccc(Cl)c1)c1cc(F)cc2c1OCOC2,-2.3%,-5.9%,12.2%,-0.1%,-0.8%,-12.1,-1.8%,13.9%,-4.9%
CCN(CC)CCn1c2c(c(SCC(=O)Nc3cc(C)on3)nc1=O)CCCC2,-7.7%,/,/,7.3%,/,-3.3,-1.8%,4.9%,-10.7%
O=C(NCCCc1ccccc1)c1cccc(NC(=O)c2ccccc2)c1,-10.1%,/,/,/,/,5.0,-1.8%,-16.9%,-4.2%
Cn1ncc(Br)c1C(=O)OCC(=O)Nc1nc(-c2ccccc2)cs1,7.7%,9.3%,-6.9%,-1.7%,-2.9%,-16.6,0.7%,4.0%,-12.3%

# This is a subset; rates above refer to the full screens.
